L3MBTL1 inh – blocks human L3MBTL1. Potency, µM (top dose mostly 57.1 µM), inactives show at the top dose activity, negative = inhibition, hits mostly inhibitors. 0.66% of 230,000 active. Q9Y468. AlphaScreen L3MBTL1–H3K9me1 peptide binding. AID 485360; note: nearly all actives have a fitted effect of over 60% in size
Target sequence (Q9Y468 whole entry, looked up): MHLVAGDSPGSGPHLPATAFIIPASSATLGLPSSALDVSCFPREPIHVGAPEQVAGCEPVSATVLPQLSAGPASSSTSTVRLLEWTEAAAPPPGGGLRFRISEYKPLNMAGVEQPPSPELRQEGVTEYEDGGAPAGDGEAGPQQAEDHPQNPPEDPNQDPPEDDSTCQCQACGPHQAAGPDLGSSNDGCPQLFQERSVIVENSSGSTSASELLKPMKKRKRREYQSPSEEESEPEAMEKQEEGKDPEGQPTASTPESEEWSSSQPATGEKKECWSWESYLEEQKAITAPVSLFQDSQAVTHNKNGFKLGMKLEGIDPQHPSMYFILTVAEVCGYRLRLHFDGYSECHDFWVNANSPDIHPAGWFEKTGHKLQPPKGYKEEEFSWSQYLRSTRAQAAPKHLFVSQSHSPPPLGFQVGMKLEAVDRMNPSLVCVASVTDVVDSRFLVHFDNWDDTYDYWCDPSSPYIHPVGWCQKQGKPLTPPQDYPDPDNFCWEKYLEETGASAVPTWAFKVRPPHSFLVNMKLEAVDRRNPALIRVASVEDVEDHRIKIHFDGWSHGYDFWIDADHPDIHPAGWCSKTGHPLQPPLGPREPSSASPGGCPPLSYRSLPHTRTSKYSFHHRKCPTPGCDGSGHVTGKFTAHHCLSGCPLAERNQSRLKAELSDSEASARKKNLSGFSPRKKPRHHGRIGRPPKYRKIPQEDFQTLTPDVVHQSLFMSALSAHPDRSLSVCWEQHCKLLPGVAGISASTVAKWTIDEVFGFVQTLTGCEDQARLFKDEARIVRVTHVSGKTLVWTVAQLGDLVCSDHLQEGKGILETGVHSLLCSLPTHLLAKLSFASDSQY
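Read-out is AlphaScreen signal from streptavidin donor and nickel chelate acceptor beads (10 ug/mL final each) bridging L3MBTL1 (50 nM) and biotinylated K9-monomethylated H3(1-15) peptide (75 nM), after 30 min compound exposure at room temperature.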
GAA inh – alpha-glucosidase (human) inhibition; P10253; Potency, µM (doses to about 76.9 µM), for the others: at the top dose activity change, negative = inhibition, hits mostly inhibitors; 0.005% of 200,000 active; purified human GAA, 4-MU-alpha-glucoside fluorescence;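 note: plate controls were uninhibited enzyme wells for no effect and no-enzyme background for full effect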
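Human alpha-glucosidase, 4 nM, pre-mixed with test compounds before 400 uM 4-methylumbelliferyl substrate; 20 min room temperature at pH 5.0. Fluorescence read after pH 10 stop; AC50 values from Hill-equation fits.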
RECQ1 helicase – inhibitors of human RECQ1 DNA helicase; P46063; RECQ1 DNA unwinding, red fluorescence kinetic read; Potency, µM (top dose mostly 57.3 µM), inactives show at the top dose activity, negative = inhibition, usual class: inhibitors; 0.54% of 240,000 active; AID 2549;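 note: plate controls were vehicle for no effect and no enzyme for full effect; nearly all actives have a fitted effect of over 30% in size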
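50 nM RECQ1T1 preincubated 15 min with compound in Tris pH 8.0 buffer with MgCl2, DTT, Tween-20 and 2.5 ug/ml poly(dI-dC); started with 200 nM TAMRA/BHQ-2 forked duplex and 2 mM ATP. Unwinding read as fluorescence (525/598 nm), two reads 2 h apart.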
aGlu spleen mod – inhibits or activates alpha-glucosidase in human spleen homogenate. human spleen homogenate, 4-MU-alpha-glucoside fluorescence. Potency, µM (titrated, usually from 79.9 µM), without a hit: top-dose activity change, negative = inhibition, most hits filed as inhibitors. 0.006% of 240,000 active. AID 2112;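 note: 0% = enzyme with vehicle and -100% = no enzyme basal signal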
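Compounds were titrated against alpha-glucosidase in spleen homogenate at pH 5.0, with 1 mM 4-methylumbelliferyl substrate for 40 min at 37 C. Reactions were quenched with pH 10 NaOH/glycine and fluorescence measured.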
TRb-SRC2 inh – disrupts binding of human TR beta to SRC2. P10828. TRbeta-SRC2 peptide binding, fluorescence polarization; receptor liganded with 1 µM T3. Potency, µM (series often up to 106 µM), without a hit: at the top dose activity change, negative = inhibition, hits mostly inhibitors. 0.065% of 280,000 active. AID 1469;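 note: plate controls were bound peptide for no effect and peptide without receptor for full effect; nearly all actives have a fitted effect of over 50% in size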
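A fluorescence polarization screen tested compounds at multiple concentrations against complex formation between 0.6 uM TRb ligand-binding domain and 20 nM Texas Red SRC2 peptide, with 1 uM T3 present; readout after 5 hr.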
GAA glycogen – GAA glycogen-cleavage inhibition or activation; P10253; recombinant GAA, glycogen substrate, Amplex Red glucose oxidase fluorescence; Potency, µM (top dose mostly 76.4 µM), for inactives: at the top dose activity change, negative = inhibition, most hits filed as inhibitors; 0.38% of 300,000 active; AID 2100;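 note: 0% = full enzyme reaction and -100% = no-enzyme basal signal; the screen sought inhibitors and activators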
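Natural-substrate format: glycogen cleavage by 4 nM human enzyme, glucose read by Amplex Red coupling (Ex 573, Em 610 nm). Normalized to enzyme and no-enzyme controls.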
GoLoco inh red – RGS12 GoLoco-Gai1 interaction inhibition. Gai1:RGS12 GoLoco peptide FP, rhodamine, 10 min. Potency, µM (series often up to 61.6 µM), inactives show at the top dose activity, negative = inhibition, actives largely listed as inhibitors. 0.44% of 230,000 active. AID 880; active = well fitted inhibition curve with a large enough effect, not every such curve was filed as active; inactive = no such curve, though single readings can be large or run the other way; note: nearly all actives have a fitted effect of over 30% in size; many of its hits are not listed in these tables
TR SRC2 fluor cs – alters Texas Red total fluorescence, flagging assay interference. TRb/SRC2 Texas Red total fluorescence interference. Potency, µM (series often up to 106 µM), for the others: at the highest dose fluorescence change, negative = quenching. 0.29% of 280,000 active. AID 1479; active = well fitted curve in either direction with a large enough effect; inconclusive = small, poorly fitted or top-dose-only effect
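Human TRb ligand-binding domain at 0.6 uM with 20 nM Texas Red SRC2 peptide in Tris buffer containing 1 uM T3 and 5% DMSO, incubated with compound 5 h at ambient temperature. Total fluorescence (555/632 nm) calculated as parallel + 2 × perpendicular.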
The depositor's hits bear a star; i = inactive; ? = inconclusive; · = no result given; & = joins results of further samples; [ ] = another dose, or the depositor's remark. Unless noted, calls come from the whole dose curve; as a rule, active = well fitted curve in the direction sought with a large enough effect; inconclusive = small, poorly fitted or top-dose-only effect, or another doubt; inactive = no such curve, though single readings can be large; an effect the other way counts as inactive or inconclusive. Unless noted, % is set by controls: 0 for no effect and ±100 for the full control effect; potency is the fitted concentration of half-maximal effect. Only part of the results is shown, so the mix of outcomes need not match the whole.

| # | canonical_smiles | L3MBTL1 inh | GAA inh | RECQ1 helicase | aGlu spleen mod |
| --- | --- | --- | --- | --- | --- |
| 1 | COCCNC(=O)C1(CC(C)C)C=CCN1C(=O)OC (stereo unspecified) | · | · | -2% | 2% |
| 2 | CCN1CCCC1CNC(=O)C1c2ccccc2C(=O)N(CCOC)C1c1ccc(F)cc1 (stereo unspecified) | -5% | 5% | -10% | -7% |
| 3 | CC(C)NCC(O)COC1C2CC3CC(C2)CC1C3 (stereo unspecified) | 10% | -1% | i | 3% |
| 4 | COCCn1nnnc1C(c1cc2cc(OC)ccc2[nH]c1=O)N1CCC(Cc2ccccc2)CC1 (stereo unspecified) | -4% | -5% | -11% | 0% |
| 5 | COc1ccc(N2CCN(C(=O)CN3CCN(c4nc(-c5ccc(F)cc5)cs4)CC3)CC2)cc1 | -2% | -4% | i | -2% |
| 6 | CCN1CCN(C(c2cccs2)C(C)NS(=O)(=O)c2ccc(F)cc2)CC1 (stereo unspecified) | -2% | 0% | -6% | -5% |
| 7 | COc1ccccc1C(c1nnnn1C(C)(C)C)N1CCN(Cc2ccncc2)CC1 (stereo unspecified) | -2% | 9% | -4% | -6% |
| 8 | COc1ccccc1-n1nc(C)c(-c2ccccc2)c1N | 11% | 3% | -1% | -1% |
| 9 | CC(C)(C)NC(=O)COC(=O)c1cc(F)c(F)cc1Cl | · | 1% | -11% | 13% |
| 10 | N#CCC(=N)N1CCN(c2cccc(Cl)c2)CC1 | -10% | 7% | 0% | -10% |

| # | TRb-SRC2 inh | GAA glycogen | GoLoco inh red | TR SRC2 fluor cs |
| --- | --- | --- | --- | --- |
| 1 | 10% | · | -2% | -3% |
| 2 | 11% | -1% | · | 1% |
| 3 | 3% | -4% | -7% | 0% |
| 4 | -15% | -5% | 36%[activator] | 4% |
| 5 | -2%[53 µM] | 3% | -2% | -1%[53 µM] |
| 6 | -3% | 4% | -5% | -3% |
| 7 | 2% | -4% | 1% | -2% |
| 8 | 1% | -8% | -3% | -5% |
| 9 | 4% | -3% | 8% | -6% |
| 10 | 3% | 27% | 4% | -4% |

More entries:
| # | canonical_smiles | L3MBTL1 inh | GAA inh | RECQ1 helicase | aGlu spleen mod |
| --- | --- | --- | --- | --- | --- |
| 11 | O=C(COc1ccc2oc(-c3ccco3)cc(=O)c2c1)N1CCCCC1 | 3%[11.4 µM] | ? | i | 0% |
| 12 | C=C1CCN(C(Cc2ccccc2)C(=O)NCc2ccc(Cl)cc2)S(=O)(=O)c2ccccc21 (stereo unspecified) | · | · | -8%&-12% | -12%&-9% |
| 13 | O=C1CCC(=O)N(O)CCCCCNC(=O)CCC(=O)N(O)CCCCNC(=O)CCC(=O)N(O)CCCCCN1 | · | · | 1% | 7% |
| 14 | O=c1[nH]cnc2c1c(-c1ccccc1)cn2-c1ccc(F)cc1 | -16% | 9% | -10% | 5% |
| 15 | Brc1cccc(/C=N\n2cnnc2)c1 | 0% | -8% | 1% | -1% |
| 16 | O=C(Nc1ccc(Cc2ccc(NC(=O)C3CC3)c(O)c2)cc1O)C1CC1 | · | -6% | -3% | 7% |
| 17 | Cc1nc(C(=O)NNC(=O)c2c(-c3c(Cl)cccc3Cl)noc2C)cs1 | 9% | · | i | 3% |
| 18 | O=C(COc1cc(F)ccc1[N+](=O)[O-])Nc1cccc(Br)c1 | 11% | 11% | i | 7% |
| 19 | N#Cc1ccccc1/C=N/Nc1nc(-c2ccccc2)c2cc(Br)ccc2n1 | -7% | -9% | -1% | -7% |
| 20 | Cc1ccc(S(=O)(=O)N2CCC(NC(=O)c3ccccc3)CC2)cc1 | -11% | 6% | 17% | 14% |

| # | TRb-SRC2 inh | GAA glycogen | GoLoco inh red | TR SRC2 fluor cs |
| --- | --- | --- | --- | --- |
| 11 | -6% | 2% | -5% | -3% |
| 12 | 0%&4% | · | · | -3%&0% |
| 13 | -8% | ? | 1% | 0% |
| 14 | -2% | 1% | 2% | -3% |
| 15 | 7% | -11% | -3% | 2% |
| 16 | 2% | ? | -3% | 0% |
| 17 | 2% | 4% | 8% | -6% |
| 18 | 4% | 21% | -4% | 3% |
| 19 | -4% | 4% | 2% | -3% |
| 20 | 2% | -15% | 1% | -1% |

More records
| # | canonical_smiles | L3MBTL1 inh | GAA inh | RECQ1 helicase | aGlu spleen mod |
| --- | --- | --- | --- | --- | --- |
| 21 | Clc1ccc(OCc2cc(-c3ccccc3)no2)c(Cl)c1 | 40%[activator] | -6% | -6% | -5% |
| 22 | COc1ccnc(CSC(N)=Nc2ccc(F)cc2)c1 | -3% | -15% | -4% | 5% |
| 23 | CC(=O)c1cccc(NC(=O)c2cc(-c3ccc(F)cc3)on2)c1 | 6% | -1% | i | -2% |
| 24 | O=C(N/C(=C/c1cccs1)C(=O)N1CCOCC1)c1ccccc1 | 7% | 2% | -8% | 0% |
| 25 | CC(=O)N/N=C(\N)c1nonc1N | · | · | 25% | -2% |
| 26 | S=c1[nH]nc(-c2ccco2)n1/N=C/c1ccc(Cl)cc1 | -5% | 0% | i | 0% |
| 27 | CCN(C(=O)CSc1nnc(Nc2ccccc2)s1)C1CCS(=O)(=O)C1 (stereo unspecified) | · | -11% | 2% | 1% |
| 28 | O=C(Nc1ccccc1)N(C1=NCCC1)c1ccc(OC(F)F)cc1 | 0% | -10% | 12% | -4% |
| 29 | COc1cccc(/C=N/NC(=O)CN(C2=NS(=O)(=O)c3ccccc32)c2ccccc2)c1 | 4% | 2% | 1% | -2% |
| 30 | O=C(c1c(F)cccc1F)N1CCCC1 | 21% | -4% | i | -2% |

| # | TRb-SRC2 inh | GAA glycogen | GoLoco inh red | TR SRC2 fluor cs |
| --- | --- | --- | --- | --- |
| 21 | -15% | -7% | 5% | 1% |
| 22 | -6% | -28% | -4% | 0% |
| 23 | 1% | 2% | 7% | 2% |
| 24 | -7% | -1% | -4% | -1% |
| 25 | 1% | 2% | 2% | -1% |
| 26 | -15% | ? | -4% | -4% |
| 27 | -1% | -1% | -3% | 3% |
| 28 | -4% | -2% | 1% | -3% |
| 29 | 3% | 5% | 1% | -3% |
| 30 | -6% | 1% | 6% | -3% |

Additional entries:
| # | canonical_smiles | L3MBTL1 inh | GAA inh | RECQ1 helicase | aGlu spleen mod |
| --- | --- | --- | --- | --- | --- |
| 31 | CCC(c1nnnn1CCOC)N(Cc1cc2c(C)cc(C)cc2[nH]c1=O)CC1CCCO1 (stereo unspecified) | -3% | 4% | -9% | -2% |
| 32 | Cc1c(-c2ccccc2)sc(Br)c1C(=O)N1CCOCC1 | · | -3% | -6% | -1% |
| 33 | O=S(=O)(Nc1nc2ccccc2nc1NCc1ccco1)c1cccs1 | -8% | 1% | 3% | 3% |
| 34 | COc1ccc(C(CC(=O)O)NC(=O)COc2cc(C)ccc2C)cc1OC (stereo unspecified) | · | 8% | i | 0% |
| 35 | O=C(O)CC(C(=O)N(c1ccccc1)c1ccccc1)N1CCOCC1 (stereo unspecified) | 3% | 2% | -10% | -2% |
| 36 | COc1ccccc1CNC(=O)c1cnccn1 | · | 1% | i | 0% |
| 37 | Clc1ss/c(=N\c2ccccn2)c1Cl | 6% | -12% | -13% | -5% |
| 38 | FC(F)(F)c1cc(N2CCOCC2)nc(-c2ccccc2)n1 | 5% | -16% | -9% | -4% |
| 39 | Cc1ccc2oc(-c3cccc(NC(=O)c4ccc(Br)o4)c3)nc2c1 | · | 2% | i | 5% |
| 40 | Nc1ccc(O)c2c(=O)cc(-c3ccccc3Cl)oc12 | -9% | -9%[15.4 µM] | i | 9%[119 µM] |
| 41 | NC(=S)N/N=C/c1coc2ccc(O)cc2c1=O | -10% | 2%[15.4 µM] | -2% | -6% |
| 42 | CC1=CC(=O)[C@H]2C(C)(C)CCC[C@]2(C)[C@@]1(O)CO | 8% | · | -10% | 3% |

| # | TRb-SRC2 inh | GAA glycogen | GoLoco inh red | TR SRC2 fluor cs |
| --- | --- | --- | --- | --- |
| 31 | -3% | 8% | 3% | 1% |
| 32 | -6% | -11% | -4% | -2% |
| 33 | -12% | -1% | 0% | -3% |
| 34 | 6% | -1% | -4% | -1% |
| 35 | 0% | 2% | 19% | -6% |
| 36 | 6% | -7% | 10% | 2% |
| 37 | -5% | -1% | -9% | -5% |
| 38 | 3% | 18% | 2% | 1% |
| 39 | 6% | 8% | 10% | -2% |
| 40 | 2%&-3% | 14µM* | 1%[88.7 µM] | 1%&-7% |
| 41 | 1% | ? | 2% | -1% |
| 42 | 4% | -5% | 0% | 2% |

Source: PubChem BioAssay (National Center for Advancing Translational Sciences (NCATS))
